Compound activity as filed in PubChem BioAssay.
H37Rv inhibition = M. tuberculosis growth inhibition, HTS (AID 449762); M. tuberculosis H37Rv growth inhibition, 7H9 media; higher % means a stronger effect; one-dose inhibition, % at 25 µM; IC50 in µM for titrated hits; hit rate 0.59% among 330,000; in the data active = a potency from the dose series; inconclusive = inhibition above about 70% without an active follow-up result;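 note: bacterial growth assessed after seven days of incubation; strong numbers were not always called active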
VEEV TC-83 Vero = inhibitors of VEEV TC-83 cytopathic effect, confirmation, Vero cells (AID 588727) | Vero cells, VEEV TC-83 cytopathic effect inhibition; higher % means a stronger effect | inhibition, % at 20 µM, or IC50 in µM where a hit was titrated | hit rate 0.13% among 350,000; in the data active = a potency from the dose series; inconclusive = inhibition mostly from about 14% at the one dose, without a potency; inactive = the rest, 99 in 100 with inhibition below about 12%; note: strong numbers were not always called active
tuberculosis growth = growth inhibition of non-replicating M. tuberculosis (AID 488890) | Mycobacterium tuberculosis non-replicating, growth inhibition; higher % means a stronger effect | inhibition, % at 25 µM; hits with a dose series show IC50 in µM | hit rate 0.39% among 320,000; in the data active = a potency from the dose series; inconclusive = inhibition mostly from about 82% at the one dose, without a potency; inactive = the rest, 99 in 100 with inhibition below about 76%;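 note: plate controls were DMSO cells for no effect and high antibiotic wells for full effect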
PhoP GFP inhibition = PhoP regulon inhibitors, Salmonella typhi PhoP promoter GFP reporter, confirmatory (AID 1850). hit rate 0.33% among 310,000. Salmonella Typhi PhoP-promoter GFP reporter, fluorescence, 4 h; higher % means a stronger effect. inhibition, % at 50 µM, or IC50 in µM where a hit was titrated; in the data active = a potency from the dose series; inconclusive = inhibition mostly from about 25% at the one dose, without a potency; inactive = the rest, 99 in 100 with inhibition below about 19%;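 note: 0% = induced wells with vehicle and 100% = uninduced wells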
H1N1 NS1A inhibition = H1N1 influenza NS1A inhibitors, functional cell based assay (AID 504329). NS1A functional cell-based assay, percent inhibition; higher % means a stronger effect. inhibition, % at 12.5 µM; hits with a dose series show IC50 in µM. hit rate 0.3% among 340,000; in the data active = a potency from the dose series; inconclusive = inhibition above about 27% without an active follow-up result; note: strong numbers were not always called active
VEEV TC-83 Vero 10K pilot screen = further read-out of VEEV TC-83 Vero, marked with its call; inhibition, %; measured here: 10K pilot screen inhibition
An asterisk follows results filed as active; i = inactive; ? = inconclusive; / = not tested or not shown. Not a hit list; any-hit rate near 1.6%.

SMILES	H37Rv inhibition	VEEV TC-83 Vero	tuberculosis growth	PhoP GFP inhibition	H1N1 NS1A inhibition	others
COc1ccccc1NC(=O)C(C)OC(=O)CCCc1c[nH]c2ccccc12 (stereo not drawn)	15.9%	5.4%	7.7%	-8.7%	-3.4%
O=C(NC(Cc1ccccc1)C(=O)O)/C(=C\c1ccc(Cl)cc1)NC(=O)c1ccccc1 (stereo not drawn)	-11.3%	1.7%	-10.1%	2.4%	6.1%
CCNc1oc(-c2ccc(OC)cc2)nc1S(=O)(=O)c1ccc(Br)cc1	-5.0%	0.4%	-7.2%	-2.7%	-7.2%
COc1ccc2ccccc2c1CNCCN1CCOCC1	2.0%	i	16.5%	8.0%	1.4%
CS(=O)(=O)c1ccc(C(=O)NC2CCCCC2)cc1	1.6%	1.1%	2.6%	-6.0%	30.5%
N#C/C(C(=O)NCc1ccco1)=C1/SC(Cc2ccc(Cl)cc2)C(=O)N1c1ccccc1 (stereo not drawn)	-3.3%	1.1%	-2.2%	0.3%	-2.7%
O=C(Nc1ccncc1)c1ccc(Cl)c(S(=O)(=O)N2CCCCC2)c1	47.3%	5.4%	5.9%	3.7%	0.9%
N#C/C(=C\c1cn(-c2ccccc2)nc1-c1cccnc1)c1nnc2n1CCCCC2	11.2%	10.6%	13.2%	-3.5%	8.8%
O=C(Nc1n[nH]c(=S)s1)c1ccc2ccccc2c1	-12.5%	2.1%	-17.2%	2.4%	8.7%
COc1ccc(OC)c(NC(=O)C2CCCN(S(=O)(=O)c3cccc4cccnc34)C2)c1 (stereo not drawn)	-4.7%	10.5%	-31.4%	6.4%	10.8%
COc1cc(C(=O)Nc2nc3ccccc3[nH]2)ccc1OC(F)F	?	1.7%	?	4.0%	-0.1%
Cc1ccc(C(=O)COC(=O)c2cccc(O)c2)s1	/	1.1%	/	/	-0.8%
CCOCCCn1c(=S)[nH]c2cc(C(=O)NCCN(CC)CC)ccc2c1=O	-8.2%	1.6%	5.6%	-5.9%	7.9%
COc1ccc(N2CCN(C(=O)CCS(=O)(=O)c3ccc(OC)cc3)CC2)cc1	5.2%	i	12.3%	-7.0%	6.4%
CCn1c(O)c(N=NC(=O)CNc2cccc(C)c2)c2ccccc21	6.4%	0.0%	23.0%	-6.2%	10.4%
CC1CCN(c2ncnc3c2cnn3-c2ccccc2)CC1	4.0%	6.3%	/	-5.1%	33.2%
O=C(c1ccccc1)N1CCN(CC(O)COC2CCCCC2)CC1 (stereo not drawn)	1.5%	0.4%	-10.6%	-6.6%	-3.5%
CC(=O)Nc1cc2c(c(Cl)c1Cl)-c1ccccc1C2=O	/	0.7%	/	/	-0.7%
O=c1c2cc(Cl)ccc2oc2nc3n(c(=O)c12)CCCS3	?	2.0%	3µM*	-2.6%	1.4%	VEEV TC-83 Vero 10K pilot screen=0.3
O=C(CN1C(=O)NC(Cc2ccccc2)C1=O)Nc1ccc(F)c(Cl)c1 (stereo not drawn)	-9.2%	0.4%	-11.2%	/	1.2%
CCC(Oc1ccccc1OC)C(=O)Nc1ccc2c(c1)n(C)c(=O)n2C (stereo not drawn)	4.4%	1.8%	17.1%	-1.5%	0.9%
C/C=C/C(=O)N[C@@H]1c2ccccc2CC[C@@H]1OCc1ccccc1	/	1.8%	/	/	-3.0%
COc1ccc(NC(=O)COC(=O)C2CC2)c(OC)c1	-1.6%	1.6%	25.4%	/	-8.4%
CC(C)Cc1cc(C(=O)Nc2cc(Cl)ccc2Cl)no1	2.7%	1.8%	75.3%	0.3%	-11.8%
O=C(c1cc(-c2ccccc2)on1)N1CCC2(CC1)OCCO2	-6.5%	/	4.8%	5.6%	/

Nothing new here: 2 of the compounds above.
SMILES	H37Rv inhibition	VEEV TC-83 Vero	tuberculosis growth	PhoP GFP inhibition	H1N1 NS1A inhibition	others
CC(C)Cc1cc(C(=O)Nc2cc(Cl)ccc2Cl)no1	2.7%	1.8%	75.3%	0.3%	-11.8%
O=C(c1cc(-c2ccccc2)on1)N1CCC2(CC1)OCCO2	-6.5%	/	4.8%	5.6%	/

Further records:
SMILES	H37Rv inhibition	VEEV TC-83 Vero	tuberculosis growth	PhoP GFP inhibition	H1N1 NS1A inhibition	others
O=C(Cc1ccc(F)cc1)Nc1cccc2cccnc12	5.4%	i	32.6%	3.4%	16.9%
Cc1nnc(SCC(=O)N2CCN(C(=O)c3ccco3)CC2)n1-c1ccccc1	1.6%	i	7.6%	0.3%	2.1%
Cc1onc(-c2ccccc2)c1-c1ccnn1C(=O)NC(C)C	-1.7%	2.4%	7.4%	-3.0%	2.5%
CC(=O)Nc1ccc(S(=O)(=O)N2CCCN(c3nc(C)cc(C)c3C#N)CC2)cc1	-9.3%	6.2%	-10.6%	-3.1%	-11.3%
Cc1cccc(C)c1NC(=O)CNC(=O)c1ccc(COc2ccccc2)cc1	-2.6%	2.0%	-9.4%	/	-3.4%
COc1ccc(CN(C)CC(=O)Nc2ccccc2C(F)(F)F)c(OC)c1	-1.6%	1.4%	5.8%	0.3%	-8.7%
O=C(Nc1ccc(N2CCOCC2)cc1)C1(S(=O)(=O)c2ccccc2)CC1	-2.4%	1.5%	3.1%	-0.9%	4.4%
CCCSCCCNC(=O)Cn1cc2c(n1)CCC(C)C2 (stereo not drawn)	3.0%	0.2%	25.6%	-14.0%	-2.2%
O=C(NCc1ccc2c(c1)OCO2)c1ccc(CS(=O)Cc2ccc(Cl)cc2)o1 (stereo not drawn)	9.3%	0.2%	23.4%	-18.9%	2.6%
COC(=O)c1ccc(C2C(C(C)=O)=C(C)Nc3ncnn32)cc1 (stereo not drawn)	-5.5%	0.3%	/	3.1%	-3.9%
COc1ccc(OC)c(NC(=O)c2ccc(NC3=NC4CS(=O)(=O)CC4S3)cc2)c1 (stereo not drawn)	-4.4%	1.8%	-2.3%	5.1%	2.4%
COc1ccc(NC2=CC(=O)CC(c3ccc(C)cc3)C2)c(OC)c1 (stereo not drawn)	-11.7%	0.1%	/	6.3%	-8.7%
CC(C)Oc1cccc(C(=O)NC(=S)Nc2ccc(N3CCN(C)CC3)cc2)c1	55.4%	4.8%	?	0.9%	17.7%
CC(=O)Nc1ccc(NC(=O)C2CCCN2S(=O)(=O)c2cccc(C(F)(F)F)c2)cc1 (stereo not drawn)	-0.2%	2.8%	-11.0%	-0.8%	-12.7%
O=C1C(Cl)=CC(=Nc2ccc(O)cc2)C=C1Cl	-2.2%	i	67.6%	/	16.0%

Among those listed so far, these have nitrogen in an aromatic ring:
SMILES	H37Rv inhibition	VEEV TC-83 Vero	tuberculosis growth	PhoP GFP inhibition	H1N1 NS1A inhibition	others
COc1ccccc1NC(=O)C(C)OC(=O)CCCc1c[nH]c2ccccc12 (stereo not drawn)	15.9%	5.4%	7.7%	-8.7%	-3.4%
CCNc1oc(-c2ccc(OC)cc2)nc1S(=O)(=O)c1ccc(Br)cc1	-5.0%	0.4%	-7.2%	-2.7%	-7.2%
O=C(Nc1ccncc1)c1ccc(Cl)c(S(=O)(=O)N2CCCCC2)c1	47.3%	5.4%	5.9%	3.7%	0.9%
N#C/C(=C\c1cn(-c2ccccc2)nc1-c1cccnc1)c1nnc2n1CCCCC2	11.2%	10.6%	13.2%	-3.5%	8.8%
O=C(Nc1n[nH]c(=S)s1)c1ccc2ccccc2c1	-12.5%	2.1%	-17.2%	2.4%	8.7%
COc1ccc(OC)c(NC(=O)C2CCCN(S(=O)(=O)c3cccc4cccnc34)C2)c1 (stereo not drawn)	-4.7%	10.5%	-31.4%	6.4%	10.8%
COc1cc(C(=O)Nc2nc3ccccc3[nH]2)ccc1OC(F)F	?	1.7%	?	4.0%	-0.1%
CCOCCCn1c(=S)[nH]c2cc(C(=O)NCCN(CC)CC)ccc2c1=O	-8.2%	1.6%	5.6%	-5.9%	7.9%
CCn1c(O)c(N=NC(=O)CNc2cccc(C)c2)c2ccccc21	6.4%	0.0%	23.0%	-6.2%	10.4%
CC1CCN(c2ncnc3c2cnn3-c2ccccc2)CC1	4.0%	6.3%	/	-5.1%	33.2%
O=c1c2cc(Cl)ccc2oc2nc3n(c(=O)c12)CCCS3	?	2.0%	3µM*	-2.6%	1.4%	VEEV TC-83 Vero 10K pilot screen=0.3
CCC(Oc1ccccc1OC)C(=O)Nc1ccc2c(c1)n(C)c(=O)n2C (stereo not drawn)	4.4%	1.8%	17.1%	-1.5%	0.9%
CC(C)Cc1cc(C(=O)Nc2cc(Cl)ccc2Cl)no1	2.7%	1.8%	75.3%	0.3%	-11.8%
O=C(c1cc(-c2ccccc2)on1)N1CCC2(CC1)OCCO2	-6.5%	/	4.8%	5.6%	/
O=C(Cc1ccc(F)cc1)Nc1cccc2cccnc12	5.4%	i	32.6%	3.4%	16.9%
Cc1nnc(SCC(=O)N2CCN(C(=O)c3ccco3)CC2)n1-c1ccccc1	1.6%	i	7.6%	0.3%	2.1%
Cc1onc(-c2ccccc2)c1-c1ccnn1C(=O)NC(C)C	-1.7%	2.4%	7.4%	-3.0%	2.5%
CC(=O)Nc1ccc(S(=O)(=O)N2CCCN(c3nc(C)cc(C)c3C#N)CC2)cc1	-9.3%	6.2%	-10.6%	-3.1%	-11.3%
CCCSCCCNC(=O)Cn1cc2c(n1)CCC(C)C2 (stereo not drawn)	3.0%	0.2%	25.6%	-14.0%	-2.2%
COC(=O)c1ccc(C2C(C(C)=O)=C(C)Nc3ncnn32)cc1 (stereo not drawn)	-5.5%	0.3%	/	3.1%	-3.9%
